Assay outcomes (PubChem)
CSN inh = blocks human CSN-mediated cullin deneddylation | inhibition, % at 12.5 µM | Q92905 | Purified CSN, SCF-Nedd8-OG deneddylation, fluorescence polarization | actives 0.38% (n = 360,000);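 active = pattern-corrected inhibition above about 35%, with an unprinted fluorescence ratio check between 0.5 and 1.5, limit read from the data, passing the limit was not always enough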;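 note: 0% = enzyme with substrate and 100% = substrate without enzyme; some results filed as inactive read as strong as hits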
Target sequence (Q92905 whole entry, looked up, one chain of several): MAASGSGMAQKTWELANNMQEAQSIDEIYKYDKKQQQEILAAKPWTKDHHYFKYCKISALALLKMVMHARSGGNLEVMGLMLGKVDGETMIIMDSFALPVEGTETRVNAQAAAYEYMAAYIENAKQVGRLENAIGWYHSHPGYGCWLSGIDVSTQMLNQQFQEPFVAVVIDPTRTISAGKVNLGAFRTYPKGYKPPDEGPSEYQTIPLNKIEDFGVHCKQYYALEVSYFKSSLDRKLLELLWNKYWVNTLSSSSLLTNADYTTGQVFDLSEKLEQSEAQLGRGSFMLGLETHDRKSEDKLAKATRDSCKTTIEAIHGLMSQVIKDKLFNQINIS
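Assay system: purified human Csn5 enzyme expressed in HEK293T cells; measure: % inhibition; also added: SCFSkp2-Nedd8OG substrate at 10 nM final; technique: fluorescence polarization; times: reaction 90 min, room temperature; medium: Tris buffer pH 7.5, NaCl, DTT, Tween-20, trehalose, ovalbumin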
MsrA inhibitor = inhibitors of bovine MsrA; actives 0.75% (n = 360,000); inhibition, % at 15.5 µM; purified bovine MsrA, absorbance read-out; AID 651718; in the data active = inhibition above about 4.5%;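 note: 0% = vehicle wells with enzyme and 100% = reference inhibitor wells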
SUMO1-SIM PPI = modulators of human SUMO1-mediated protein-protein interactions; SUMO1 binding to a labelled peptide, TR-FRET, 1 h; actives 0.33% (n = 360,000); P63165; inhibition, % at 20 µM; in the data active = inhibition above about 37%
LMPTP block = LMPTP (human) inhibition. P24666. recombinant LMPTP-A, OMFP fluorogenic substrate, fluorescence intensity. inhibition, % at 20 µM. actives 0.22% (n = 360,000). AID 651560;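 active = compounds that cut the enzyme signal by at least half of the control window in the single-dose screen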;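 note: plate controls were DMSO wells with enzyme plus substrate for no effect and substrate without enzyme for full effect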
Target sequence (P24666 whole entry, looked up): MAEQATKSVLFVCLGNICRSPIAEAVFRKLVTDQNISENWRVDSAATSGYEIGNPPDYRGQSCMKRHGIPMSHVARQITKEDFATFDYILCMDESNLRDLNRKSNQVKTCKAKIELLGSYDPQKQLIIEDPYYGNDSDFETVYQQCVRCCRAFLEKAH
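Test system – LMPTP-A enzyme · Amount – LMPTP-A at 0.625 nM final in the reaction · Buffer or medium – Bis-Tris pH 6.0, DTT, detergent · Reagent – OMFP 400 µM · Doses – single 20 µM dose · Schedule – reaction 50 min, room temperature, dark · Detection – fluorescence intensity of OMFP turnover product · Evaluation – percent inhibition versus substrate-only and uninhibited controls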
Scp-1 inhibitor = Scp-1 (human) phosphatase inhibition; Q9GZU7; Recombinant Scp1, phosphopeptide, malachite green phosphate absorbance; inhibition, % at 20 µM; actives 0.88% (n = 340,000);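 active = inhibition above about 50% at 20 µM, limit read from the data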;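 note: plate controls were DMSO wells with enzyme for no effect and wells lacking enzyme for full effect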
Target sequence (Q9GZU7 76-261 limits assumed): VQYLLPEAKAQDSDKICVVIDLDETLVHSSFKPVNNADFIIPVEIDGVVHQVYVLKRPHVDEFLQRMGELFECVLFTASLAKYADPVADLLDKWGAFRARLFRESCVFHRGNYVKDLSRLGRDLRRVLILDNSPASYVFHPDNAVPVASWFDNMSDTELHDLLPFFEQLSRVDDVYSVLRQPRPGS
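System: truncated SCP-1 phosphatase (76-261aa); medium: Tris acetate buffer pH 5.5 with MgCl2 and Tween-20; incubation: 45 min room-temperature reaction, 5 min colour, 30 min stabiliser; compound: single 20 µM dose, 1% DMSO; reagent: Phosphorylated 17-residue peptide substrate; read-out: % inhibition at 20 µM; technique: colorimetric free-phosphate detection, absorbance 630 nm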
Tb MetRS inh = blocks T. brucei methionyl-tRNA synthetase activity; purified T. brucei MetRS, ATP depletion, Kinase-Glo luminescence; inhibition, % at 11.9 µM; actives 0.4% (n = 360,000); AID 624268;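 active = inhibition above a per-plate cutoff of the control wells' mean inhibition plus 3 SD, cut at about 5.5% in these data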;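 note: 0% = DMSO wells median and 100% = median of wells with control inhibitor compound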
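Assay system: T. brucei methionyl-tRNA synthetase, purified | Medium: HEPES buffer with MgCl2, KCl, DTT, spermine, BSA, pyrophosphatase | Compound: 11.9 µM single point | Incubation: 15 min enzyme-compound preincubation, 2 h reaction, 10 min detection, 25 °C | Measured by: Kinase-Glo luciferase luminescence reporting remaining unconsumed ATP | Measure: % inhibition normalized to control-well medians | Replication: Singlicate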
STEP inh = inhibitors of human striatal-enriched phosphatase STEP. recombinant STEP, OMFP fluorogenic substrate, fluorescence. inhibition, % at 20 µM. actives 0.25% (n = 360,000). AID 588621;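 active = inhibition at 20 µM, scaled per plate between control wells, above about 37%, limit read from the data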;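 note: 0% = DMSO with enzyme and substrate and 100% = substrate only without enzyme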
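Material: STEP (striatal-enriched tyrosine phosphatase) enzyme, cell-free; Compound dosing: 20 µM single dose in 1% DMSO; Technique: fluorescence read at 480 nm ex / 540 nm em; Times: reaction 20 min, ambient temperature; Medium: 50 mM Bis-Tris pH 6.0 with 2.5 mM DTT and 0.005% Tween 20; Also added: OMFP at 25 µM.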
DNMT1 inh = inhibitors of human DNMT1 | inhibition (reported as % activation of signal), % at 10 µM | actives 0.83% (n = 360,000) | P26358 | DNMT1 molecular beacon, Hinp1I cleavage, fluorescence; in the data active = inhibition above about 50%
Rpn11 block = inhibitors of human proteasome Rpn11 | calls only at 20 µM | O00487 | human 26S proteasome, Ub4-pepOG fluorescence polarization; 20S core pre-blocked with epoxomicin | actives 0.59% (n = 360,000);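 active = inhibition at 20 µM, scaled to each plate's controls, above about 33%, limit read from the data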
Target sequence (O00487 whole entry, looked up): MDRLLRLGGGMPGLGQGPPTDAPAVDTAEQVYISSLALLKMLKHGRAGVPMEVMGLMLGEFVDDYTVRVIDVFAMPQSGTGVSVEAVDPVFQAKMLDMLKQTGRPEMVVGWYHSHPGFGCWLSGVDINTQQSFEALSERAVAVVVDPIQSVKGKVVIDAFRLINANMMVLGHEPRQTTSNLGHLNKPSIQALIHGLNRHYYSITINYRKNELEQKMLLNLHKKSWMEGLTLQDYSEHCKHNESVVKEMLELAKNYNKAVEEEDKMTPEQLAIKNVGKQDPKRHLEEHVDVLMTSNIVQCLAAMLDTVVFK
NadD inh = NadD (S. aureus) enzyme inhibition. purified NadD enzyme, colorimetric absorbance read-out. inhibition, % at 20 µM. actives 0.78% (n = 360,000); in the data active = inhibition above about 26%; note: some compounds past the cut are filed as inactive
Active calls of the source: *; i = inactive; . = not tested or not shown.

SMILES,CSN inh,MsrA inhibitor,SUMO1-SIM PPI,LMPTP block,Scp-1 inhibitor,Tb MetRS inh,STEP inh,DNMT1 inh,Rpn11 block,NadD inh
COc1ccc(N2CCN(Cc3nc4c(c(=O)[nH]c(=O)n4C)n3CC(C)=O)CC2)cc1,3,-0.3,-4,-0.6,-6,-1.1,-2,-1,i,3
O=CNc1c(Cl)cc2c(c1Cl)Cc1cc([N+](=O)[O-])ccc1-2,-7,0.1,-34,1.2,-5,-0.1,5,0,i,10
Cc1cccc(NS(=O)(=O)c2cc(C(=O)N3CCCCCC3)ccc2C)c1,-1,1.4,-4,1.5,-4,-0.3,-2,-2,i,-6
O=C(O)COCC(=O)N1CCc2c([nH]c3ccccc23)C1C(F)(F)F (stereo not drawn),0,-0.3,0,-2.2,-13,0.2,-2,1,i,-5
O=C(NCC(=O)N(c1ccc(F)cc1)C(C(=O)NCC1CCCO1)c1ccccc1)c1ccco1 (stereo not drawn),-3,0.6,0,-0.3,0,-0.8,-2,-1,i,5
COc1ccc(-c2c(-c3ccc(S(C)(=O)=O)cc3)sc3ccc(OC)cc23)cc1,0,0.5,-28,1.9,-9,-0.3,0,-12,i,3
COc1ccc(OCC(=O)N/N=C/c2ccc(N(C)C)cc2)cc1,2,4.0,-8,-1.3,-1,-1.1,-2,2,i,-1
Cn1c(=O)n(/N=C/c2ccccc2)c2ccccc21,-14,-0.2,-1,-0.4,-5,-0.3,-6,5,i,-3
CNc1c(NS(=O)(=O)c2ccc(Cl)s2)c(=O)oc2ccccc12,1,-1.5,3,0.5,-5,-0.4,0,0,i,3
CN1CCN(C(=O)CCc2nc(-c3ccc(Cl)cc3)no2)CC1,-1,1.2,-5,1.7,-2,0.4,0,-2,i,-5
COCCCNC(=O)c1cc(S(=O)(=O)N2CCC3(CC2)OCCO3)ccc1F,-3,1.8,1,-2.5,.,0.1,0,0,i,1
O=C(/C=C/c1ccccc1)NCc1ccc2c(c1)OCO2,-2,-0.6,-2,-0.8,-5,-0.1,-1,1,i,-3
CCOC(=O)C1=C(Cc2ccc(F)cc2)C(=O)c2ccccc2C1=O,4,-0.2,16,1.7,-4,-0.1,0,-6,i,3
CCOc1ccc(N(CC(=O)NCc2cccs2)S(=O)(=O)c2c(C)noc2C)cc1,-6,1.9,3,-0.1,-9,-0.2,-1,7,i,-4
O=C(CN1CCN(Cc2ccccc2Cl)C1=O)NC1CCCCCCC1,1,0.1,-1,-1.8,-4,-1.0,0,-1,i,-4
NC(=O)C1CCN(C(=O)c2cc3n(n2)C(C(F)(F)F)CC(c2ccco2)N3)CC1 (stereo not drawn),0,-0.6,2,-0.8,-1,-0.6,-2,3,i,7
NS(=O)(=O)c1cc(C(=O)N=Nc2c(O)[nH]c3ccccc23)ccc1Cl,8,2.0,-6,15,3,0.3,5,2,i,3
CCOC(=O)c1c(NC(=O)c2cc3n(n2)C(C(F)(F)F)CC(c2cccs2)N3)sc(C)c1C (stereo not drawn),5,0.0,5,-2.7,2,-0.3,6,49,i,1
Cc1nn(CC(=O)c2ccc(Cl)cc2Cl)c(C)[n+]1N,-13,0.3,-2,-2.1,-5,-0.6,-3,-2,i,-4
Cc1ccc2c(CSc3nc4nc(C)cc(C)n4n3)cc(=O)oc2c1,1,-0.3,-8,-2.1,-5,0.2,-1,0,i,5
Cc1nc2ccccc2n1CCOc1ccccc1,0,0.6,-2,1.9,-7,-0.2,-3,-1,i,-11
C=CCOC(=O)C1=C[C@@H](C2CCCCC2)C[C@@H](OCc2ccc(CO)cc2)O1,-6,-0.1,4,1.6,42,-0.2,-1,-6,i,-5
Cc1cccc(C)c1Nc1nnc(SCc2cc([N+](=O)[O-])cc3c2OCOC3)s1,-3,-0.7,-15,4.2,1,0.1,0,-3,i,6
CCOc1ccccc1N(C)C(=O)c1cn(CC)c(=O)c2cc(OC)c(OC)cc12,-2,-0.8,-3,-0.5,-12,-1.0,-3,1,i,-5
CC(C)n1c(=O)[nH][nH]c1=S,0,0.8,-1,-1.0,26,-0.2,-1,8,i,3

Some of these compounds in order of heavy-atom count, low to high:
SMILES,CSN inh,MsrA inhibitor,SUMO1-SIM PPI,LMPTP block,Scp-1 inhibitor,Tb MetRS inh,STEP inh,DNMT1 inh,Rpn11 block,NadD inh
O=CNc1c(Cl)cc2c(c1Cl)Cc1cc([N+](=O)[O-])ccc1-2,-7,0.1,-34,1.2,-5,-0.1,5,0,i,10
COc1ccc(-c2c(-c3ccc(S(C)(=O)=O)cc3)sc3ccc(OC)cc23)cc1,0,0.5,-28,1.9,-9,-0.3,0,-12,i,3
O=C(NCC(=O)N(c1ccc(F)cc1)C(C(=O)NCC1CCCO1)c1ccccc1)c1ccco1 (stereo not drawn),-3,0.6,0,-0.3,0,-0.8,-2,-1,i,5

Additional compounds follow:
SMILES,CSN inh,MsrA inhibitor,SUMO1-SIM PPI,LMPTP block,Scp-1 inhibitor,Tb MetRS inh,STEP inh,DNMT1 inh,Rpn11 block,NadD inh
CCc1ccc(NS(=O)(=O)c2cc3[nH]c(=O)c(=O)[nH]c3cc2C)cc1,-3,2.2,-1,-0.4,-5,0.3,1,2,i,-1
COCCn1c(SCC(=O)NC2CCCCC2)nnc1-c1ccco1,-6,-1.0,5,1.5,-2,-0.5,-4,1,i,3
Cn1nc(C(=O)Nc2ccc(S(=O)(=O)N3CCCCC3)cc2)ccc1=O,1,-0.3,-4,0.0,3,-0.3,0,-2,i,-2
COc1cccc(NC(=O)CN(C)CC(=O)NC(C)c2ccccc2)c1 (stereo not drawn),-6,-0.2,-1,-1.0,-1,-0.3,-2,5,i,-6
CC(C)N(C)c1ncnc2c1ncn2[C@H]1CN(CCN2CCOCC2)C[C@@H](CO)O1,1,0.2,-3,-2.4,.,-0.3,-1,6,i,6
COc1cc(NC(=O)c2cc3ccccc3o2)c(OC)cc1Br,6,0.9,1,0.6,3,-0.3,1,8,i,1
O=C(Nc1ccc2c(c1)OCCO2)C(c1ccccc1F)n1c(=O)c(-c2cc3ccccc3[nH]2)nc2ccccc21 (stereo not drawn),1,0.7,-1,4.8,.,0.0,.,.,.,.
CC(C)C(c1nnnn1Cc1cccs1)N1CCN(c2ccccc2)CC1 (stereo not drawn),-1,-1.8,-3,0.9,-10,-0.4,6,-3,i,7
O=C(NCc1cccnc1)c1cc(S(=O)(=O)N2CCOCC2)c(Cl)cc1Cl,0,-1.3,1,0.5,-5,-0.1,-1,-4,i,2
Cc1cccc(NC(=O)CN2C(=O)/C(=C3\SC(=S)N(CC4CCCO4)C3=O)c3ccccc32)c1 (stereo not drawn),-2,.,-1,1.2,-5,0.1,2,-5,i,11
N=c1n(Cc2ccccc2)c2ccccc2n1CC(O)COc1ccccc1 (stereo not drawn),4,-1.3,-1,-1.2,-2,0.9,0,2,i,-4
Cc1ccc(S(=O)(=O)N2CCCc3ccccc32)cc1C,-2,0.1,7,2.5,-12,-1.8,3,1,i,3
CCN(CC(=O)NCc1ccc(F)cc1)CC(O)COCc1cccc(OC)c1 (stereo not drawn),1,1.0,-7,-0.7,20,-1.4,-1,0,i,-3
Cc1ccc(/C(O)=C/C(=O)C(=O)NNC(=O)C(O)(c2ccccc2)c2ccccc2)cc1,5,0.5,1,-1.8,-8,-0.6,6,-2,i,15
COC(=O)[C@@]12C[C@@H](CC(=O)NCCC(C)C)C(=O)N(Cc3cccc4ccccc34)C1=CCC(C)(C)C2,1,0.4,1,3.0,.,-0.8,.,.,.,.
Cc1nc(CN2CCC(c3ccccc3)CC2)cc(=O)[nH]1,5,2.0,1,0.8,-7,-0.7,2,23,i,0
CSc1nccc(Oc2cncc(Cl)c2)n1,0,0.1,0,-0.7,1,-0.9,-1,4,i,8
COc1ccccc1NC(=O)c1c([N+](=O)[O-])cnn1C,1,-0.2,-8,0.1,1,-0.7,0,-1,i,-2
COc1cc(/C=C/C(=O)NC2CCCCC2)cc(OC)c1OC,0,-0.5,-2,-1.1,-10,-0.2,0,-1,i,-1
O=C(CNC(=O)c1ccc(Br)cc1)NC1=NCCS1,6,-0.3,3,0.8,0,-0.7,-2,-1,i,3
CC(Oc1cccc(Cl)c1)C(=O)Nc1ccc(N2CCOCC2)cc1N1CCOCC1 (stereo not drawn),-2,1.2,9,1.2,-3,-0.2,2,-1,i,4
c1ccc(-c2nn[nH]n2)nc1,1,0.2,3,-1.9,-7,-0.2,0,1,i,-1
CCc1ccc(S(=O)(=O)Nc2c(C)nn(C)c2C)cc1,-3,0.3,-2,0.1,-2,0.4,2,-6,i,-2
O=C(O)/C=C\C(=O)Nc1ccc(OCc2ccccc2)cc1,-7,-0.7,-1,0.2,1,0.1,-1,-2,i,-1
CSc1ccccc1NC(=O)CN1CCCCC1,-2,-1.8,-1,-1.3,-4,-0.5,-4,1,i,-1
COc1cc(/C=c2/sc3nc(-c4ccccc4)c(-c4ccccc4)n3c2=O)cc(OC)c1OC,5,0.7,-2,-1.3,-2,-0.5,0,-11,i,4
COc1ccccc1NC(CC(=O)c1ccccc1)C(=O)OCC(=O)c1ccc(Br)cc1 (stereo not drawn),5,0.8,2,1.1,-30,0.1,4,-3,i,-3

Compounds as they come. About 3.9% of those tested had a hit in this group.
